Assay outcomes: PubChem BioAssay, several laboratories
RAM network inh – blocks the yeast RAM network. S. cerevisiae dse1pr::URA3 reporter, 5-FOA growth OD615, 2 d; analog-sensitive cbk1-as2 kinase mutant strain. inhibition, % at 50 µM. 190,000 tested, 1.8% active. AID 868;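 active = inhibition above a set limit, 3 SD over mean compound inhibition, cut at about 8.4% in these data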;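 note: 0% = DMSO-only wells with no growth and 100% = 10 µM 1-NA-PP1 full growth; inhibition rescues growth on 5-FOA so higher OD means more RAM inhibition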
S1P3 antag – S1P3 (human) receptor antagonism | Q99500 | CHO S1P3 NFAT-BLA reporter, FRET fluorescence, antagonist mode | inhibition, % at 4.98 µM | 170,000 tested, 0.27% active;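 active = inhibition above the plate cutoff, the mean inhibition of test wells on that plate plus 3 SD, cut at about 28% in these data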;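 note: cells challenged with S1P at its EC80 of 0.8 µM; blue over green emission ratio from cleaved BLA substrate after 4 h stimulation; 0% = S1P-stimulated wells and 100% = unstimulated DMSO-only wells; some compounds past the cut are filed as inactive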
Target sequence (Q99500 whole entry, looked up): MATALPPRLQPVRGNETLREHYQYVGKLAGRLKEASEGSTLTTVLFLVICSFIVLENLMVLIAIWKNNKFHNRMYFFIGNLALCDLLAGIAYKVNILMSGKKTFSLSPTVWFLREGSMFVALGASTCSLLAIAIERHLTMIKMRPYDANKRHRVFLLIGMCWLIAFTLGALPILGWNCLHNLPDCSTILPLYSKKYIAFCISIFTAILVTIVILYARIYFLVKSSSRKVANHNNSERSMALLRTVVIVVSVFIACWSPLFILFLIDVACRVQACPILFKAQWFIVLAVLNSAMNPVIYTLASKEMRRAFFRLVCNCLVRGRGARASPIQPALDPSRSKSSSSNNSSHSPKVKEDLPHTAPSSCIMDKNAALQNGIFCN
Hsp70 activator – Hsp70 transcriptional activation, primary screen; HeLa Hsp70 promoter luciferase reporter, luminescence; scaled: vehicle 0, proteasome-inhibitor control 100%; activation, % at 10 µM; 200,000 tested, 0.04% active; AID 1203;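 active = activation above the mean across all tested compounds plus 3 SD, cutoff set per campaign, cut at about 5.5% in these data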;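 note: 100% = MG132 at 30 µM as the positive control and 0% = DMSO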
Redox H2O2 prof – compounds producing H2O2 with reducing agent – biochemical, NIH compound library profiling, artefact control for MLSCN library redox annotation, primary screen | DTT-dependent redox cycling H2O2, phenol red/HRP absorbance; 100% = 100 µM peroxide control, 0% = buffer | activation, % at 10 µM | 200,000 tested, 0.03% active;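 active = activation of at least 50% relative to the plate's high and low controls in the primary single-dose screen; inactive = activation below 50%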;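 note: compound incubated with DTT at 0.8 mM final as the reducing agent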
Lmaj promast – reduces viability of Leishmania major promastigotes; inhibition, % at 10 µM; AID 1063; resazurin fluorescence viability; 200,000 tested, 9% active; in the data active = inhibition above about 50%;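 note: promastigotes grown with compound for 44 hours at 28 °C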
PMI activator – activators of human phosphomannose isomerase. purified human PMI, coupled resazurin fluorescence, 20 min; active compounds read high; 1 = vehicle control, 0 substrate-free wells. activation factor at 20 µM. 190,000 tested, 0.005% active;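 active = activation factor of 2 or more at 20 µM, relative to plate controls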
Efa HMGR inh – blocks class II HMG-CoA reductase of Enterococcus faecalis; purified E. faecalis HMGR, NADPH absorbance 340 nm kinetic; inhibition, % at 10 µM; AID 1066; 190,000 tested, 0.41% active;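 active = inhibition above a set limit, the median over all tested compounds plus 3 SD, cut at about 9.5% in these data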;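 note: enzyme runs in reverse so mevalonate oxidation gives rising NADPH absorbance; 0% = complete reaction with DMSO and 100% = background rate lacking mevalonate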
TNAP inh hiacc – inhibitors of human TNAP at high phosphate acceptor concentration; P05186; purified TNAP, CDP-star luminescence, 1 M DEA; inhibition, % at 20 µM; 200,000 tested, 0.03% active;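 active = over 50% inhibition of tissue-nonspecific alkaline phosphatase at 20 µM in the single-dose screen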;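 note: plate controls were DMSO wells for no effect and EDTA-quenched wells as full inhibition for full effect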
Target sequence (P05186 whole entry, looked up): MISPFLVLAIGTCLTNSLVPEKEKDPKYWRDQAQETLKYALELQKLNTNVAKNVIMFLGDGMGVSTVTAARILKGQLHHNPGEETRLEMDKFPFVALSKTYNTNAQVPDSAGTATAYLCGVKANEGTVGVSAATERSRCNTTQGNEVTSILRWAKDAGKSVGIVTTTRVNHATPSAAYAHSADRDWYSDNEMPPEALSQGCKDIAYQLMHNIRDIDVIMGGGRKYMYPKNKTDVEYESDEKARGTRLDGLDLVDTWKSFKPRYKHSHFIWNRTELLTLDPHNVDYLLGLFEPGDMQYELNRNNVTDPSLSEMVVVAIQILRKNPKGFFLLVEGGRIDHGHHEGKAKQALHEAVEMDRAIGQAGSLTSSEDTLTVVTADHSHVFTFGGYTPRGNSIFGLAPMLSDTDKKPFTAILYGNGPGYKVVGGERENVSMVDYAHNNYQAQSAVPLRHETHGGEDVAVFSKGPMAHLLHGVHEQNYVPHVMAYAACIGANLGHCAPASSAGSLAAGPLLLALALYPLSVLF
PMI act satM6P – increases human PMI activity with near-saturating mannose 6-phosphate. activation factor at 20 µM. coupled PMI enzyme assay, resazurin fluorescence, 20 min; active compounds read high; 1 = untreated enzyme, 0 = substrate-free blank. P34949. 190,000 tested, 0.34% active;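 active = activation factor of 2 or more at 20 µM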
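Test system: human PMI in coupled enzyme assay; Input: PMI at 15 ng/mL final; Medium: HEPES buffer, pH 7.4; Schedule: 20 min incubation at room temperature; Technique: resorufin fluorescence at Ex 544/Em 590 nm; Compound: 20 µM single dose; Probe or stimulus: Near-saturating mannose-6-phosphate, 1.0 mM.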
TNAP inh no acc – inhibitors of human TNAP without phosphate acceptor; P05186; purified TNAP, CDP-star luminescence, 30 min; inhibition, % at 20 µM; 200,000 tested, 0.26% active;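 active = tissue-nonspecific alkaline phosphatase inhibition above about 50% at 20 µM in the single-dose screen, limit read from the data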;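 note: 0% = DMSO negative control and 100% = EDTA positive control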
Active calls of the source: *; . = not tested or not shown.

#	Structure	RAM network inh	S1P3 antag	Hsp70 activator	Redox H2O2 prof	Lmaj promast	PMI activator	Efa HMGR inh	TNAP inh hiacc	PMI act satM6P	TNAP inh no acc
1	COc1ccccc1NS(=O)(=O)c1cccc(NC(=O)c2nc3nc(C)cc(C)n3n2)c1	1.9	.	-0.3	0.3	72*	1	-7	-6	1	-23
2	CCCCn1c(=O)c(Cc2ccccc2)c(O)c2ccccc21	6.7	-17	0.6	0.1	-8	0.9	-7	-2	0.9	-7
3	COc1ccc(N2C(=O)CC(N3CCC(O)(c4ccc(Br)cc4)CC3)C2=O)cc1 (stereo unspecified)	1.5	.	0.0	-1.5	-2	1	-1	-3	1	1
4	Cc1ccc(-c2nc(CSc3nc4ccccc4c(=O)n3CCO)cs2)cc1	5.0	15	-0.3	0.6	62*	0.8	-4	3	0.8	2
5	CC(=O)Nc1cc(C(=O)OC(C(=O)c2ccccc2)c2ccccc2)ccc1C (stereo unspecified)	2.6	.	-0.1	2.9	-7	0.7	-1	-2	0.8	-7
6	CCC(c1nnnn1Cc1ccco1)N(Cc1ccccc1OC)Cc1cc2cc(C)ccc2[nH]c1=O (stereo unspecified)	2.8	3	-0.3	3.0	3	1	-3	-8	0.9	-6
7	O=C(NCc1cccs1)C1CCCN(c2ncccn2)C1 (stereo unspecified)	1.1	9	-0.3	0.2	1	1	0	-3	1	-10
8	COc1ccccc1-n1c(CNC(=O)c2ccco2)nnc1SCC(=O)Nc1cc(C)ccc1C	1.6	-19	-0.5	2.1	-8	1	-3	-5	1	-11
9	CCSc1ccccc1C(=O)NCCCn1ccnc1	2.2	-7	0.6	3.6	14	1.1	-3	-4	1.1	5
10	Cc1cccc(NC(=O)Nc2cccc(C)n2)n1	1.4	4	-0.3	0.2	0	1	2	-4	1	-11
11	Cc1ccc(-c2cc(C(=O)Nc3cc(C)on3)c3ccccc3n2)c(C)c1	5.8	13	-0.2	-0.5	49	0.8	0	7	0.8	-2
12	Cc1c(F)cccc1NS(=O)(=O)c1ccc2c(c1)c(=O)n(C)c(=O)n2C	2.1	1	0.0	0.0	14	1	-4	-4	1	-10
13	Cc1cc(C(=O)O)ccc1-c1ccc(/C=C2\NC(=O)N(Cc3ccccc3Cl)C2=O)o1	4.2	-7	-0.2	0.2	-2	1.2	-5	6	1.2	3
14	CCOC(=O)c1nn(-c2ccccc2)c(=O)cc1SC(C)C	0.7	.	-0.3	3.1	-4	1	-2	-2	1	-8
15	COc1cnn(-c2ccc(F)cc2)c(=O)c1Br	1.8	-6	0.0	-1.4	-8	1	-3	-4	0.9	-6
16	Nc1ccc(/C=C/C(=O)c2ccco2)cc1	0.3	-7	0.1	0.0	51*	0.9	1	12	0.8	6
17	COc1ccc(Cl)cc1NC(=O)CN(C)CC(=O)NC(C)c1ccccc1 (stereo unspecified)	1.8	13	0.0	-2.4	17	1.1	-1	-3	1.1	-8
18	Cc1ccc(-c2cc(C(=O)OCC(=O)N(C)C3CCS(=O)(=O)C3)c3ccccc3n2)o1 (stereo unspecified)	1.7	-1	-0.3	-2.0	5	1.4	-6	-2	1.5	-9
19	Cc1nn(C)cc1CNC(=O)Nc1cccc(Cl)c1	2.2	.	0.3	0.4	-2	1.1	-6	-4	1.1	-16
20	Cc1cc(SCC(=O)NCCN2C(=O)CSC2=O)nc2ccccc12	1.5	2	-0.3	-0.4	-2	1.2	4	-2	1.2	-18
21	CC(N=Cc1nc(-c2ccccc2)oc1O)c1ccccc1 (stereo unspecified)	-0.3	.	-0.1	0.0	-1	0.9	-2	3	0.9	0
22	COc1ccc(CNC(=O)c2cnn3c(C(F)F)cc(C)nc23)cc1OC	2.1	-17	-0.5	-0.1	-6	0.8	0	0	0.8	-16
23	O=C(c1ccco1)N1CCN(c2ncnc3c2[nH]c2ccccc23)CC1	0.1	.	-0.1	0.0	33	1.1	0	-5	1.1	1
24	O=C(N/C(=C/c1ccco1)C(=O)N1CCCCC1)c1cccs1	-0.9	.	-0.1	1.3	-4	0.9	0	3	0.9	-10
25	Cc1nc2ccccc2c(=O)n1NC(=O)c1ccccc1[N+](=O)[O-]	1.5	4	-0.3	0.1	-4	1.1	5	1	1.1	-4
26	COc1cc(-c2cc(-c3ccc(O)cc3)nc(N)c2C#N)ccc1O	4.9	-7	-0.2	0.4	34	.	0	-2	.	-5
27	CN(C)/C=C(\C#N)C(=O)c1cccnc1Oc1cccc(F)c1	-0.1	.	-0.1	-7.1	-8	1	3	-4	0.9	-4
28	Cn1c(=O)oc2cc(S(=O)(=O)NCCC(=O)NC3CCCc4ccccc43)ccc21 (stereo unspecified)	1.7	-4	-0.4	-0.6	-9	0.9	-1	-3	0.9	-4
29	COC(=O)c1ccc(Cn2cnc3c(sc4nc(N5CCOCC5)c5c(c43)CCCC5)c2=O)o1	6.1	.	-0.2	-0.4	7	1	-1	7	1	5
30	Cc1[nH]nc(SCC(=O)NCc2ccc(Cl)cc2)c1[N+](=O)[O-]	4.5	-6	1.1	0.2	36	1	0	0	1	-17
31	CN1/C(=C\C(=O)c2oc3ccccc3c2N)C(C)(C)c2ccccc21	4.0	.	-0.2	0.2	6	1.1	-7	0	1	-1
32	CCN(CC)S(=O)(=O)c1ccc2c(c1)C(=NO)c1cc(S(=O)(=O)N(CC)CC)ccc1-2	10*	.	-0.5	0.0	24	1.1	5	-1	1.1	-4
33	COc1cccc(N2CCN(C(=O)c3cccn4c(=O)c5c(C)c(C)sc5nc34)CC2)c1	6.7	3	-0.1	-0.3	-4	1	-3	-4	0.9	-11
34	Cc1cc(OC(=O)c2ccc(S(=O)(=O)N3CCCC3)cc2)c([N+](=O)[O-])c(=O)[nH]1	2.8	0	-0.2	-1.0	-2	1.2	2	-2	1.1	-10
35	Cc1ccccc1-c1n[nH]c(=S)n1/N=C/c1c(C)nn(-c2ccccc2)c1C	5.0	3	-0.4	0.1	7	0.8	2	2	0.8	-22
36	CCCC(C)C(=O)Nc1ccc(C(N)=O)cc1 (stereo unspecified)	1.6	-10	0.5	4.4	-3	1	-4	-5	1	-14
37	O=C(CN=C1NC(=O)C(c2ccccc2)(c2ccccc2)N1)NCc1ccc(F)cc1	0.4	-1	-0.1	-0.4	-2	1	-4	-2	1	-22
38	COc1ccc(-c2noc(CCC(=O)NCCN3CCN(c4ccccc4F)CC3)n2)cc1	1.3	.	-0.6	0.0	0	1	0	-5	1	-12
39	COc1ccc(Br)cc1C1Nc2ccccc2C(=O)N1NC(=O)c1ccncc1 (stereo unspecified)	0.0	.	-0.3	-4.9	16	1	-2	-1	0.9	-6
40	COc1ccc(C2C(C(=O)c3sc(C)nc3C)=C(O)C(=O)N2CCN(C)C)cc1 (stereo unspecified)	-0.1	-14	0.2	1.4	-5	0.9	-2	-6	1	-17
41	CCOc1ccc(S(=O)(=O)N/N=C(\C)C2CCCCC2)cc1	1.4	-12	0.1	-0.4	55*	1.1	1	-4	1.1	-6
42	COc1ccc2c(c1)c(=O)c(Br)c(C)n2Cc1ccccc1	0.7	-18	0.1	-2.0	-4	1	3	-2	1	-11
43	O=C(NCCN1C(=O)S/C(=C\c2cccs2)C1=O)c1ccc(=O)[nH]c1	3.7	-29	-0.2	.	28	1.1	1	-3	1	12
44	Cc1ccccc1-n1nc2c(c1NC(=O)c1c(-c3ccccc3Cl)noc1C)CS(=O)(=O)C2	0.5	.	-0.2	0.2	28	0.9	0	-8	0.9	-10
45	CCN(CC)c1ccc(C(=O)OCC(=O)N2CCN(c3ccccc3)CC2)cc1	3.1	-21	-0.3	0.2	5	0.9	-5	-2	1	-8
46	CN1C(=O)/C(=C/c2ccccc2OCc2ccc(F)cc2)N(C)C1=S	7.0	-27	-0.4	3.1	2	0.8	-1	2	0.9	-15
47	COc1ccc(Cc2nc(-c3ccc(-n4cccc4)cc3)no2)cc1OC	12*	-26	-0.3	-3.1	-3	0.8	-4	0	0.9	-9
48	CC(=O)c1sc(N/N=C/c2ccc(C(C)C)cc2)nc1C	6.2	12	0.1	-0.3	28	1	0	14	1	-11
49	O=C(O)c1cc2cc(F)ccc2[nH]1	-0.7	-17	0.1	-0.3	-5	1.2	-7	0	1.1	-6
50	Cc1cccc(-n2c(O)c(C=NCc3ccccn3)c3ccccc3c2=O)c1	2.8	1	-0.3	-0.3	10	1	2	-4	1	-31

Single values from the list.
Result for #39 under Efa HMGR inh: -2
Result for #31 under RAM network inh: 4.0

The list continues.
#	Structure	RAM network inh	S1P3 antag	Hsp70 activator	Redox H2O2 prof	Lmaj promast	PMI activator	Efa HMGR inh	TNAP inh hiacc	PMI act satM6P	TNAP inh no acc
51	COc1nc(OC)nc(N2CCC(C(=O)NC3CC3)CC2)n1	-1.0	6	-0.2	-0.7	-1	1.1	-2	-3	1	-12
52	CCc1cccc2c(C(=O)CSc3nnc(-c4ccncc4)n3C)c[nH]c12	0.4	-6	0.2	0.0	-4	1.1	-8	0	1.2	-5
53	CCO[C@@H]1OC(C(=O)N2CCN(Cc3ccccc3)CC2)=C[C@H](c2cn(C(C)=O)c3ccccc23)[C@H]1CCCO	1.5	-18	-0.2	0.3	16	0.9	-1	-6	1	-4
54	COc1cc(N/C(=N/S(=O)(=O)c2ccccc2)c2ccccc2)ncn1	1.8	-8	-0.1	6.4	-1	0.9	-2	-1	0.9	-2

From no. 53 to 54, copied from above:
#	Structure	RAM network inh	S1P3 antag	Hsp70 activator	Redox H2O2 prof	Lmaj promast	PMI activator	Efa HMGR inh	TNAP inh hiacc	PMI act satM6P	TNAP inh no acc
53	CCO[C@@H]1OC(C(=O)N2CCN(Cc3ccccc3)CC2)=C[C@H](c2cn(C(C)=O)c3ccccc23)[C@H]1CCCO	1.5	-18	-0.2	0.3	16	0.9	-1	-6	1	-4
54	COc1cc(N/C(=N/S(=O)(=O)c2ccccc2)c2ccccc2)ncn1	1.8	-8	-0.1	6.4	-1	0.9	-2	-1	0.9	-2
